# TNAP act hi DEA = TNAP activators at high phosphate acceptor level, primary screen, biochemical, luminescence, uHTS; AID 1136, 2008; purified TNAP, CDP-star luminescence, 1 M DEA, 30 min; active compounds read high; 0 = EDTA background, 1 = DMSO-only activity; activation factor at 20 µM; 200,000 tested, under 10 active;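 active = activation factor at least 2 at 20 µM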
#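 Dosing: 20 µM single point. System: human TNAP. Amount: TNAP 1/800 final. Incubation: 30 min, room temperature. Read-out: TNAP activation factor scaled between EDTA and DMSO control wells. Signal: luminescence from CDP-star hydrolysis. Medium: 1 M DEA, pH 9.8, Mg2+, Zn2+. Control set: EDTA negative control, DMSO positive control.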
# PMI act = activators of human PMI, primary screen, biochemical, fluorescence intensity, near-Km mannose 6-phosphate; Mannose-6-phosphate isomerase (Homo sapiens), P34949; purified human PMI, coupled resazurin fluorescence, 20 min; active compounds read high; 1 = vehicle control, 0 substrate-free wells; activation factor at 20 µM; actives 0.005% (n = 190,000);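 active = activation factor of 2 or more at 20 µM, relative to plate controls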
# Target sequence (P34949 whole entry, looked up): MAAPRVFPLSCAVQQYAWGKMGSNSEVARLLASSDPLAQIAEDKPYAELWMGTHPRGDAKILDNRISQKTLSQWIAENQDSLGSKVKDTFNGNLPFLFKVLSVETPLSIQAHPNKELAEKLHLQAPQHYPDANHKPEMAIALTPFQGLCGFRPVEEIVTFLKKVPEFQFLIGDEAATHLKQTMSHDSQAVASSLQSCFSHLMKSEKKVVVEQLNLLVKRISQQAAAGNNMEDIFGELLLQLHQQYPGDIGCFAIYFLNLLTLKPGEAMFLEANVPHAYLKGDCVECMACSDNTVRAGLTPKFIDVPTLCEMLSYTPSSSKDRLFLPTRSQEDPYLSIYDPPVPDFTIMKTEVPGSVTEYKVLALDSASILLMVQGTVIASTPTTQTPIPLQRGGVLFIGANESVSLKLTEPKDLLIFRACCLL
# G6PDH CS = L. mesenteroides G6PDH inhibitors, counter-screen for G6PDH-coupled screening assays, biochemical, Leuconostoc mesenteroides enzyme; glucose-6-phosphate dehydrogenase [Leuconostoc mesenteroides]; Purified L. mesenteroides G6PDH, diaphorase/resazurin coupled fluorescence, 45 min; inhibition, % at 5 µM; actives 0.12% (n = 200,000); AID 1020, 2008; in the data active = inhibition above about 50%
# TNAP inh hiacc = human TNAP enzyme inhibitors, primary screen, biochemical, luminescent, high phosphate acceptor level, uHTS | actives 0.03% (n = 200,000) | purified TNAP, CDP-star luminescence, 1 M DEA | Alkaline phosphatase, tissue-nonspecific isozyme (Homo sapiens), P05186 | AID 1135, 2008 | inhibition, % at 20 µM;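 active = over 50% inhibition of tissue-nonspecific alkaline phosphatase at 20 µM in the single-dose screen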;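 also: plate controls were DMSO wells for no effect and EDTA-quenched wells as full inhibition for full effect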
# Diaphorase inh = diaphorase inhibitors and chemical oxidizers, primary screen, counter-screen for diaphorase-coupled primary assays, biochemical, uHTS, resorufin fluorescence; actives 0.69% (n = 190,000); inhibition, % at 20 µM; diaphorase resazurin-to-resorufin fluorescence, NADH, 16 min; bacterial (C. kluyveri) enzyme, not human; AID 1217, 2008;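 active = primary screen inhibition at 20 µM above a set limit, cut at about 50% in these data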;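 also: plate controls were DMSO with full reaction for no effect and wells lacking NADH for full effect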
#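 material = Clostridium kluyveri diaphorase enzyme | amount = 0.14 U/mL diaphorase, enzyme working solution | schedule = incubation 16 min, room temperature | detection = fluorescence of resorufin formed from resazurin, Ex 544/Em 590 nm | benchmarks = positive control minus NADH, DMSO neutral control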
# FLuc act counter = FLuc activators, initial screening, artefact control for FLuc-dependent activation tests, biochemical, ATPlite luminescence | 200,000 tested, under 10 active | activation factor at 10 µM | AID 1027, 2008 | ATPlite luciferase biochemical, 10 min; 0 = ATP-free wells, 1 = DMSO control;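 active = luciferase activation factor, scaled between plate controls, of at least 2 with compound at 10 µM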
# Target sequence (P08659 whole entry, looked up): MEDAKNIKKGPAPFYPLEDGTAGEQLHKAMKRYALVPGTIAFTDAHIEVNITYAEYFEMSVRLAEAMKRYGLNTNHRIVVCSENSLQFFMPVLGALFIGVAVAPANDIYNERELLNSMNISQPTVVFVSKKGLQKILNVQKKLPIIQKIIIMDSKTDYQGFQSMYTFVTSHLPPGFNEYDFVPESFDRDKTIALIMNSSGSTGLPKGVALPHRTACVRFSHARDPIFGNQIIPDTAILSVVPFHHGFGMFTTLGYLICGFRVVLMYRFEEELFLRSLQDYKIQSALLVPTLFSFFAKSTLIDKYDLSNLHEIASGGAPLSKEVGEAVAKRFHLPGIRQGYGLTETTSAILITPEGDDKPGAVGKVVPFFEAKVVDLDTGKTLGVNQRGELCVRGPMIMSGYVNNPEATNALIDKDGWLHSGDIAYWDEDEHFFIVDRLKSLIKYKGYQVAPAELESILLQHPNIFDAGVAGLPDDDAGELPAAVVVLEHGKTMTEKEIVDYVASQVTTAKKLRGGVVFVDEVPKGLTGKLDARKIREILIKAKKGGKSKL
#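 System: luciferase plus luciferin reagent, cell-free; medium: PBS as buffer for the ATP substrate; dosing: test compounds dosed from 2 mM stocks in 100% DMSO; timing: 10 min post-reagent at room temperature; measured by: luminescence measurement of luciferase light output; evaluation: luciferase activation, seen as luminescence increase over controls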
# Diaphorase act = compounds boosting diaphorase resazurin reduction – biochemical, uHTS, resorufin fluorescence, counter-screen for diaphorase-coupled primary assays, primary screen; Diaphorase/resazurin coupled assay, 16 min; active compounds read high; 1 = vehicle wells, 0 = NADH-free wells; activation factor at 20 µM; actives 0.005% (n = 190,000);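 active = diaphorase activity raised at least twofold by the compound at 20 µM; inactive = activation factor below 2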
#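 Assay system: bacterial diaphorase enzyme (C. kluyveri) / Input: enzyme 0.07 U/mL final / Medium: 50 mM HEPES pH 7.4 with 4.542 mM MgCl2, 0.005% Tween 20 / Doses: single compound dose of 20 µM, 1% DMSO final / Incubation: 16 min enzyme reaction, ambient temperature / Signal: fluorescence, excitation 544 nm and emission 590 nm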
# TNAP inh no acc = human TNAP enzyme inhibitors, primary screen, biochemical, luminescent, no phosphate acceptor, uHTS; actives 0.26% (n = 200,000); inhibition, % at 20 µM; purified TNAP, CDP-star luminescence, 30 min;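 active = tissue-nonspecific alkaline phosphatase inhibition above about 50% at 20 µM in the single-dose screen, limit read from the data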;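 also: 0% = DMSO negative control and 100% = EDTA positive control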
# HMGR II inh = inhibitors of E. faecalis class II HMGR, primary screen, biochemical, Enterococcus faecalis. actives 0.41% (n = 190,000). AID 1066, 2008. purified E. faecalis HMGR, NADPH absorbance 340 nm kinetic. inhibition, % at 10 µM;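 active = inhibition above a set limit, the median over all tested compounds plus 3 SD, cut at about 9.5% in these data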;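 also: enzyme runs in reverse so mevalonate oxidation gives rising NADPH absorbance; 0% = complete reaction with DMSO and 100% = background rate lacking mevalonate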
# PMI act satM6P = human PMI activators, high substrate, primary screen, biochemical, fluorescence intensity, near-saturating mannose 6-phosphate; Mannose-6-phosphate isomerase (Homo sapiens), P34949; coupled PMI enzyme assay, resazurin fluorescence, 20 min; active compounds read high; 1 = untreated enzyme, 0 = substrate-free blank; activation factor at 20 µM; actives 0.34% (n = 190,000); AID 1216, 2008;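 active = activation factor of 2 or more at 20 µM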
#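 Material: human phosphomannose isomerase with PGI, G6PDH, diaphorase coupling enzymes / Reagent: Man-6-P substrate 1.0 mM / Dosing: single compound dose of 20 µM, 1% DMSO final / Incubation: enzyme reaction with compound 20 min at room temperature / Signal: resorufin fluorescence (Ex 544/Em 590 nm) from resazurin via diaphorase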
# * = called active by the depositor.
SMILES,TNAP act hi DEA,PMI act,G6PDH CS,TNAP inh hiacc,Diaphorase inh,FLuc act counter,Diaphorase act,TNAP inh no acc,HMGR II inh,PMI act satM6P
CC(C)(C)NC(=O)C1CCCN(S(=O)(=O)c2cccc3cccnc23)C1 (configuration not stated),1.1,1.1,-1,-5,10,1.1,0.9,-6,-4,1
CCOc1cc(C=C(C#N)C#N)ccc1Oc1ccc([N+](=O)[O-])cn1,1,0.8,10,1,19,1,0.8,-1,-5,0.7
CN(C)c1ccc(/C=[N+](\[O-])C2N(c3ccccc3)C(=S)SC2(C)C)cc1 (configuration not stated),1,1,11,0,8,1.1,0.9,7,-1,1
C#CCOCCOCCOCCNc1nc(N2CCN(C(=O)C([C@@H](C)CC)n3cc(C(N)Cc4ccc(O)cc4)nn3)CC2)nc(N2CCN(C(=O)[C@H](CCC(=O)O)n3cc(C(N)CO)nn3)CC2)n1 (some centres not stated),1.1,1.1,12,-8,45,1.1,0.5,-10,1,1.1
CSc1ccc(S(=O)(=O)Nc2c(C)cccc2C)cc1,1,0.9,2,-2,10,1,0.9,-7,-1,0.9
Cc1ccc(N=Cc2c(C)[nH]n(-c3nc4ccccc4[nH]3)c2=O)cc1,1,1.1,0,-2,8,0.2,0.9,-101,-1,1.1
Cc1ccccc1-n1nnnc1SCCCC(=O)c1ccc(F)cc1,1,0.8,-15,-1,18,1,0.8,-8,4,0.9
CCOC(=O)C1=C(CC)OC(N)=C(C#N)C1c1ccc(F)cc1F (configuration not stated),1,0.8,10,-5,41,1.1,0.6,-7,1,0.8
CCc1ccc(OCC(=O)NNC(=O)c2cc3ccccc3o2)cc1,1,0.9,13,-1,-10,1,1.1,-18,-3,0.9
CC1=C(C(=O)OC(C)C)C(c2cccnc2)n2ncnc2N1 (configuration not stated),1,1,-6,-5,18,1.1,0.8,-16,3,1
O=C(Nn1cnnc1)c1ccc([N+](=O)[O-])cc1,1,1,6,-4,6,1.1,0.9,-8,-1,1
CCn1c(SCC(=O)Nc2cc(C)on2)nnc1-c1ccncc1,1.1,1,0,-7,17,1.1,0.8,-20,-4,1
O=C(O)c1cc(N/N=C/c2ccc(OCc3ccccc3)cc2)ccc1Cl,1,1.7,12,0,9,0.9,0.9,-1,-5,2.5*
COC(=O)/C(C#N)=C/c1c[nH]c2ccccc12,1,0.9,2,1,7,1,0.9,-3,-1,0.9
Cc1ccc(NC(=O)CN2CCN(c3ccccn3)CC2)c(Cl)c1,1,1,5,3,3,1,1,9,-2,1.1
Cc1nc2ccccc2n1C(=O)c1ccc(Cl)cc1[N+](=O)[O-],1,0.9,17,-3,54*,1,0.5,-9,-3,0.9
COCCCN(C(=S)NC(=O)c1ccc(Br)cc1)c1c(N)n(Cc2ccccc2)c(=O)[nH]c1=O,1,1,-2,-5,13,1.1,0.9,-4,4,0.9
COC(=O)c1cc(C(=O)OC)cc(N2C(=O)CC(NNC(=O)c3ccccc3Br)C2=O)c1 (configuration not stated),1,0.9,-1,-4,11,1,0.9,-12,-1,1
COc1ccc(-c2cc(=O)c3c(O)c(OC)c(O)cc3o2)cc1,1,1,15,-2,6,0.1,0.9,-1,0,1.1
Cc1snc(SCC(=O)N/N=C(\N)COc2ccc(F)cc2)c1C#N,1,1,2,-1,0,1,1,-8,2,1
COc1ccc(S(=O)(=O)NN(C)c2nc(C(F)(F)F)nc3ccccc23)cc1,1,1,-3,-3,19,1,0.8,-15,-3,0.9
CCOc1ccc2nc(N3CCCC(C(=O)NCCCN4CCOCC4)C3)sc2c1 (configuration not stated),1,0.9,-17,-1,2,0.8,1,7,-10,0.9
COCCN(CC(=O)NC1CCCCC1)C(=O)c1csnn1,1,0.8,1,-1,6,1,0.9,0,3,0.8
COC(=O)Cc1cc(=O)[nH]c(/N=C(\N)Nc2ccccc2)n1,1,0.9,3,-2,6,1,0.9,5,-4,1
CC1(C)CN(O)CCN1O,0.9,1.3,-7,9,5,1,0.9,1,-1,1.3
CCCn1c(SCC(=O)Nc2nc(-c3ccc(OC)cc3)cs2)nc2c1c(=O)n(C)c(=O)n2C,1,0.8,-32,3,14,1,0.9,-8,-5,0.9
CN1CC(c2ccccn2)C2(SC(=S)N(Cc3ccccc3)C2=O)C12C(=O)Nc1ccccc12 (configuration not stated),1.1,0.7,3,-5,25,1.1,0.8,-4,-3,0.8
COc1ccc(OCC(=O)Nc2ccccc2C(=O)NC(C)C)cc1,1,1.4,21,-5,18,1,0.8,-5,-4,1.3
CCOc1ccccc1Nc1nc(N)nc(CN(C)C2CCCCC2)n1,1,0.9,6,-1,6,1.1,0.9,-1,-1,0.9
CC(Oc1ccc(Br)cc1)C(=O)Nc1ccncc1 (configuration not stated),1.1,1.1,-1,-8,0,1.1,1,-16,0,1
O=C(OCc1cc2ccccc2[nH]c1=O)c1cccnc1,1.1,1,-3,-8,12,1.1,0.9,-14,-3,1
COC(=O)[C@@]1(Cc2ccc(OC)cc2)[C@H]2c3cc(C(=O)N(C)C)n(CCSCCO)c3C[C@H]2CN1C(=O)c1ccccc1,1,1,12,-4,2,1,1,-10,-10,1
CC(=O)c1ccc(N2CCN(C(=O)c3ccc4c(Cl)c5c(nc4c3)CCCC5)CC2)cc1,1.1,1,4,-8,39,1.1,0.6,-13,-1,1.1
Cc1c(NS(=O)(=O)c2ccc(N3CCN(C)CC3)c([N+](=O)[O-])c2)c(=O)n(-c2ccccc2)n1C,0.9,0.9,8,5,-1,1,1,0,1,0.9
CCCC(=O)OCC(=O)Nc1ccc(N=Nc2ccccc2)cc1,0.9,0.8,10,8,20,0.8,0.8,0,-9,0.8
Fc1ccc(-n2cc(-c3ccccc3)c3c(N4CCOCC4)ncnc32)cc1,1.1,0.9,-4,-5,21,1,0.8,-13,7,0.8
COc1ccc(NC(=O)Cn2nnc(-c3ccccc3NC(=O)C3CC3)n2)cc1,1,0.8,9,-4,17,1,0.8,-12,1,0.9
O=C(CCCOc1ccccc1)Nc1ccncc1,1,1,2,-3,-6,1,1.1,-8,-3,1
Cn1c(=O)oc2cc(S(=O)(=O)NC3CCCc4ccccc43)ccc21 (configuration not stated),1.1,1.1,-4,-10,7,1.1,0.9,0,-6,1
c1ccc(-c2cc3c(N4CCCC4)ncnc3s2)cc1,1.1,1,0,-8,-5,1,1.1,3,1,1
COc1cc(CCC(=O)NNC(=O)c2ccc(C)cc2)cc(OC)c1OC,1,1,12,-4,6,1.1,0.9,-32,-5,1
CS(=O)c1ccccc1-c1nc(-c2cccc(Cl)c2)no1 (configuration not stated),1,1.1,4,-1,1,0.9,1,-11,3,1
COc1ccc(Nc2nnc(SCc3cc([N+](=O)[O-])cc4c3OCOC4)s2)cc1,1.1,0.9,12,-11,9,1,0.9,-8,0,1
O=C(NCc1ccccc1)C(c1ccco1)N(C(=O)c1cnccn1)c1ccc(F)cc1 (configuration not stated),1,1,1,-2,2,1.1,1,-12,-3,1.1
CCOC(=O)N1CCN(CC(=O)c2c(C)[nH]c3ccccc23)CC1,1,0.9,-6,-2,14,1.1,0.9,-6,2,1.1
Cc1ccc(C)c(NC(=O)C(=O)NCCCN2CCOCC2)c1,1,1.1,3,-4,-12,1,1.1,-13,-8,1.1
COc1ccc(S(=O)(=O)N2CCOCC2)cc1NC(=O)CSc1n[nH]c(C(C)C)n1,1.1,1.1,-2,-6,-13,1,1.1,-12,0,1
Cn1c(NC(=O)c2ccc(C(C)(C)C)cc2)cc(=O)n(C)c1=O,1,0.9,-19,-1,10,1,0.9,1,6,0.9
CCC(C(=O)OCC(=O)c1ccc2c(c1)NC(=O)CO2)c1ccccc1 (configuration not stated),1,1,4,-3,6,1.1,0.9,-7,-9,1
CCCCNC(=O)NS(=O)(=O)c1ccc(C(=O)OC(C)C)o1,1,1,-7,0,8,1,0.9,-11,-2,1
OC[C@H]1O[C@@H](n2cnc3c(Nc4ccccc4)ncnc32)[C@H](O)[C@@H]1O,1,1,9,0,9,1,0.9,-8,-14,1
O=C(O)C1C2C=CC3(CN(C4CCCC4)C(=O)C13)O2 (configuration not stated),1,1.1,5,4,-8,1,1.1,6,-6,1.1
CC(=O)C1=C(C)Nc2cc(C(F)(F)F)ccc2S1,1,1,0,-4,17,1,0.8,-9,-2,1.1
Cc1ccc(Cn2nc(C)c(NC(=O)c3cc(-c4ccc5c(c4)OCO5)on3)c2C)cc1,1.1,0.9,4,-5,5,1,0.9,-31,-4,1
O=C(N/N=C/c1cccc([N+](=O)[O-])c1)C1CC(=O)N(c2ccc(Cl)cc2)C1 (configuration not stated),1,1,-5,-3,2,1,1,-3,5,1.1
CC(C)N(Cc1nc(COc2ccccc2)no1)Cc1nccn1C,1,1,9,-4,1,1.1,1,-7,4,1

# Filtered by structure: the entries above containing bromine
SMILES,TNAP act hi DEA,PMI act,G6PDH CS,TNAP inh hiacc,Diaphorase inh,FLuc act counter,Diaphorase act,TNAP inh no acc,HMGR II inh,PMI act satM6P
COCCCN(C(=S)NC(=O)c1ccc(Br)cc1)c1c(N)n(Cc2ccccc2)c(=O)[nH]c1=O,1,1,-2,-5,13,1.1,0.9,-4,4,0.9
COC(=O)c1cc(C(=O)OC)cc(N2C(=O)CC(NNC(=O)c3ccccc3Br)C2=O)c1 (configuration not stated),1,0.9,-1,-4,11,1,0.9,-12,-1,1
CC(Oc1ccc(Br)cc1)C(=O)Nc1ccncc1 (configuration not stated),1.1,1.1,-1,-8,0,1.1,1,-16,0,1

# Screening data: PubChem, several laboratories
